pPAFAH FP inh: inhibitors of human plasma PAF acetylhydrolase (pPAFAH); Q13093; recombinant pPAFAH, FP-rhodamine probe fluorescence polarization; inhibition, % at 3.39 µM; 1.5% of 330,000 active;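 active = inhibition above the mean inhibition across the screen plus 3 SD, cut at about 25% in these data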;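 note: inhibitors block binding of the rhodamine activity-based probe so polarization drops; 0% = enzyme with DMSO and 100% = wells lacking pPAFAH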
PME-1 inh: blocks human protein phosphatase methylesterase 1. recombinant PME-1, FP-Rh probe fluorescence polarization. inhibition, % at 5.9 µM. 0.53% of 320,000 active;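 active = inhibition above the campaign mean of all compounds plus 3 SD, cut at about 26% in these data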;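 note: competitive labeling of PME-1 active site by serine hydrolase directed probe; 0% = PME-1 with DMSO and 100% = wells lacking PME-1 enzyme; inhibitors block probe labeling so polarization falls and inhibition rises; many of its hits are not listed in these tables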
GSTO1 counter: blocks human GSTO1 in RBBP9 counter-screen; recombinant GSTO1, activity-based probe fluorescence polarization; inhibition, % at 5.96 µM; 1.1% of 300,000 active;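 active = inhibition above the campaign mean inhibition plus 3 SD, cut at about 35% in these data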;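 note: 0% = GSTO1-1 with DMSO and 100% = wells lacking GSTO1-1 enzyme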
PAFAH1B2 inh: inhibitors of human PAFAH1B2; recombinant PAFAH1B2, FP-rhodamine activity probe, fluorescence polarization; inhibition, % at 3.39 µM; 1.2% of 340,000 active; AID 492953;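 active = inhibition above the mean of all tested compounds plus 3 SD, cut at about 24% in these data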;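 note: 0% = enzyme with DMSO and 100% = wells lacking PAFAH1B2; many of its hits are not listed in these tables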
PAD4 inh: blocks human protein arginine deiminase 4; Q9UM07; recombinant PAD4, RCA probe fluorescence polarization; inhibition, % at 6.36 µM; 0.41% of 330,000 active;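 active = percent inhibition above a cutoff equal to the mean of all tested compounds plus 3 SD, cut at about 15% in these data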;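 note: 0% = PAD4 with RCA probe and DMSO and 100% = probe without PAD4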
Target sequence (Q9UM07 whole entry, looked up): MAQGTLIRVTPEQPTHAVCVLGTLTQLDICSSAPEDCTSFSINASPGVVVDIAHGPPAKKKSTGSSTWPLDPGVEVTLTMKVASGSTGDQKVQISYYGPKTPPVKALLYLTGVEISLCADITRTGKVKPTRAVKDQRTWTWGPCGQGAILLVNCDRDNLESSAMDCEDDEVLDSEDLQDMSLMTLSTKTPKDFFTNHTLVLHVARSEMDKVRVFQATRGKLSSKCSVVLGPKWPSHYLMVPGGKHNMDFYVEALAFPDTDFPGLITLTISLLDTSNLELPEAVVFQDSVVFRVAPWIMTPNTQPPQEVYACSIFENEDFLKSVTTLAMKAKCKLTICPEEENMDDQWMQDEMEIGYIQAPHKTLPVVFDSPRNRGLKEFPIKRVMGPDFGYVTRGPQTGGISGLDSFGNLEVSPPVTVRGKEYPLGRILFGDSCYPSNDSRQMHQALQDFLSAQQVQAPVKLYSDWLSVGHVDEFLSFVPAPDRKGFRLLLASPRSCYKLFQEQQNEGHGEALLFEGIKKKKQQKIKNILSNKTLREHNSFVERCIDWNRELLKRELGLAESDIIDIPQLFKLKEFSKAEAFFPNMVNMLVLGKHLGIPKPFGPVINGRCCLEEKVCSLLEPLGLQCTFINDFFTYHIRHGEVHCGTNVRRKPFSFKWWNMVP
LYPLA2 counter: counter-screen for PME1 inhibitors: inhibitors of human LYPLA2; inhibition, % at 5.9 µM; AID 2177; 0.38% of 320,000 active; O95372; recombinant LYPLA2, FP-Rh probe fluorescence polarization;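 active = inhibition above the screen-wide mean plus 3 SD, limit set per campaign, cut at about 26% in these data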;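 note: 0% = LYPLA2 with DMSO and 100% = wells lacking LYPLA2 enzyme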
PAFAH1B3 FP inh: blocks human PAF acetylhydrolase 1B catalytic subunit 3; 0.28% of 340,000 active; recombinant PAFAH1B3, FP-rhodamine probe, fluorescence polarization; AID 492972; inhibition, % at 3.39 µM;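 active = inhibition above the screen-wide average of all tested compounds plus 3 SD, cut at about 25% in these data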;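 note: 0% = enzyme with DMSO only and 100% = wells lacking PAFAH1B3 protein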
Target sequence (Q15102 whole entry, looked up): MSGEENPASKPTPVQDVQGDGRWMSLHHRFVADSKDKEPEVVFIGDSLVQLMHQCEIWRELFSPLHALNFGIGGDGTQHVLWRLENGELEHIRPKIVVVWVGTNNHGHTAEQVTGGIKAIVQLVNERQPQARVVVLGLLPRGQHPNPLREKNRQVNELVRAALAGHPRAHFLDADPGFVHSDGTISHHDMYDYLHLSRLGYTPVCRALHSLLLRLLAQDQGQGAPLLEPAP
PREPL inh: human PREPL enzyme inhibition; recombinant PREPL, fluorescence polarization activity-based probe; 0.68% of 320,000 active; inhibition, % at 5.96 µM; Q4J6C6; in the data active = inhibition above about 43%;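 note: 0% = enzyme with DMSO and 100% = wells lacking enzyme; many of its hits are not listed in these tables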
LYPLA1 counter: blocks human lysophospholipase 1, a PME1 counter-screen; recombinant LYPLA1, FP-Rh probe fluorescence polarization; inhibition, % at 5.9 µM; 0.16% of 320,000 active;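 active = inhibition above the mean of all tested compounds plus 3 SD, set per campaign, cut at about 14% in these data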;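 note: inhibitors block serine hydrolase probe labeling of LYPLA1 so polarization falls; 0% = enzyme with DMSO and 100% = wells lacking LYPLA1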
Numbers without * were called inactive; nt = no result given; & = joins results of further samples. Some of the compounds tested (hit frequency here may not be typical).

SMILES	pPAFAH FP inh	PME-1 inh	GSTO1 counter	PAFAH1B2 inh	PAD4 inh	LYPLA2 counter	PAFAH1B3 FP inh	PREPL inh	LYPLA1 counter
NC(=O)c1ccsc1NC(=O)COC(=O)c1nc(Cl)ccc1Cl	13	-4	-3	0	-1	-6	0	-9	-4
COc1ccc(S(=O)(=O)N2CCC(C(=O)NCCc3c[nH]c4ccccc34)CC2)cc1	5	7	2	3	-7	5	3	12	1
O=C1CC(N(Cc2ccc3c(c2)OCO3)C(=O)Nc2ccc(F)cc2)C(=O)N1c1ccccc1 (centres undefined)	3	-3	2	4	2	-4	6	-1	-4
c1cc2c(cn1)cnc1cscc12	4	-3	-6	-1	0	0	12	9	-1
C[C@]12CCC(=O)C=C1CCC1C2CC[C@@]2(C)C1CCC21OCCO1 (some centres undefined)	3	nt	nt	3	-4	nt	7	3	nt
COCCNc1cc(C)c(C#N)c2nc3ccccc3n12	1	-1	-9	2	1	2	4	3	-1
O=C(C1CC(=O)N(C2CCCC2)C1)N1CCC(Cc2ccccc2)CC1 (centres undefined)	4	4	-1	7	4	2	6	1	-4
O=C(Nc1nccs1)c1ccc2c(=O)n3c(nc2c1)CCCCC3	0	1	4	0	-2	2	5	-10	0
COCCn1c(C)cc(C(=O)CSc2nnc(C3CC3)n2C2CC2)c1C	0	-2	nt	4	-2	-3	8	5	-1
O=C(Cn1c(CN2CCCCC2)nc2ccccc2c1=O)NCc1ccco1	6	6	4	3	-1	2	0	4	1
N#Cc1ccccc1OCC(=O)Nc1ccc(N2CCOCC2)cc1N1CCOCC1	2	-3	nt	1	-3	0	2	11	0
COc1ccccc1N1CCN(C(=O)c2cn(C)c3ccc(S(=O)(=O)N4CCOCC4)cc3c2=O)CC1	2	4	-5	-2	-4	1	2	1	-1
O=C(NN=C1C2CC3CC(C2)CC1C3)c1cc(Cl)ccc1O	11	-10	6	7	-5	3	16	4	2
Nc1nc(NCC2CCCO2)nc(Nc2ccccc2F)c1[N+](=O)[O-] (centres undefined)	-7	-6	-5	5	0	-7	6	13	4
CCn1cc(C(=O)N[C@@H](CC(C)C)C(=O)NCCCn2ccnc2)c(=O)c2cc3c(cc21)OCO3	1	-3	1	6	0	3	11	11	0
Cc1cccc(C2NC(=O)c3c(sc(C)c3C)N2)c1O (centres undefined)	5	0	1	-1	3	-2	-3	-5	2
O=C(/C=C/c1cc(Br)ccc1F)Nc1cccnc1	-2	-12	-4	0	-4	-10	2	-9	-2
O=c1c(Cc2ccc(F)cc2)c(O)ccn1Cc1cccc(Cl)c1	5	-2	4	-4	-2	3	-2	2	-5
CCOC(=O)Cn1cnc2scc(-c3ccccc3)c2c1=O	8	0	4	8	0	2	10	4	-3
CCCN(CCC)S(=O)(=O)c1ccc(C(=O)Nc2cc3oc4ccccc4c3cc2OC)cc1	2	0	4	3	1	4	-8	5	-2
COc1ccc(-c2cc(=O)oc3cc(OC(C)C(=O)NC(Cc4c[nH]c5ccc(O)cc45)C(=O)O)ccc23)cc1 (centres undefined)	11	8	6	5	-2	6	1	19	1
Cc1cc(C)nc(N/N=C/c2ccc(Cl)cc2)n1	2	1	3	7	3	0	3	-1	0
COc1ccc2nc(SCC(=O)NCC(F)(F)F)[nH]c2c1	0	-6	22	-1	-3	-6	7	25	-2
CC1=NN(C(=O)CCc2ccccc2O)C(O)(C(F)(F)F)C1 (centres undefined)	-3	-4	6	4	5	4	3	-8	-4
Cc1ccc(C2=NNC(=O)C(P(=O)(c3ccccc3)c3ccccc3)C2)cc1 (centres undefined)	2	2	-4	7	-1	2	3	0	-2
(further entries)
SMILES	pPAFAH FP inh	PME-1 inh	GSTO1 counter	PAFAH1B2 inh	PAD4 inh	LYPLA2 counter	PAFAH1B3 FP inh	PREPL inh	LYPLA1 counter
CCOC(=O)CN1C(=O)C2(OCCCO2)c2ccccc21	4	-1	7	1	-2	-4	3	9	-4
O=C(O)CCCCCn1c(SCC(=O)c2ccc(O)c(O)c2)nc2ccsc2c1=O	21	-11	15	8	-3	-8	22	12	0
Cc1ccc(CN=C2Nc3ccccc3CS2)cc1	4	0	0	9	0	7	2	-2	-3
CCCCSc1nc(O)c(Cc2ccccc2)c(=O)[nH]1	5	0	6	16	-2	-3	3	0	-3
c1ccc(-c2csc3nnc(SCc4ccc5c(c4)OCCO5)n23)cc1	2	4	2	-1	2	11	-6	-11	5
CN1CCc2c(sc(NC(=O)Cc3ccccc3)c2C(N)=O)C1	-5	6	3	-1	-1	6	-1	2	-1
CCN1CCN(C(=O)CN(c2cc(OC)ccc2OC)S(C)(=O)=O)CC1	-5	1	-6	2	1	-6	5	24	-2
COc1ccc(Nc2nc(N)nc(CSC(=S)N3CCOCC3)n2)cc1	4	9	6	-1	-4	-2	-5	1	-1
Cc1nnc(NC(=O)NC(C)N2C(=O)C3C4C=CC(C4)C3C2=O)s1 (centres undefined)	3	2	0	4&4	-2	6	5&7	-2	0
Cc1cccc(NC(=O)CCOc2ccccc2)c1	-1	-3	-4	1	-2	2	0	17	1
S=C1Nc2ccccc2Sc2ccc(Cl)cc21	0	-5	6	0	-1	0	7	2	0
CCCC(C)NC(=O)C1c2ccccc2Oc2ccccc21 (centres undefined)	0	1	-4	3	0	1	18	1	-2
CCn1c(C)nc2cc(S(=O)(=O)C(F)(F)F)ccc21	2	-1	5	2	-6	-4	3	2	-6
O=C(Nc1ccc(Br)cc1)N1CCCCCCC1	1	2	-3	11	-2	7	4	10	1
O=c1cc[nH]c2c(Cl)cccc12	-1	-3	-6	9	2	-3	3	-8	-4
CCc1c(C)[nH]c2ccc(C)cc2c1=O	-8	-8	5	-1	-4	4	3	1	-1
COCCCNC(=O)Cn1cc(C(=O)C2CC2)c2ccccc21	6	-2	-1	-2	-1	-1	8	-9	0
c1coc(-c2nnc3sc(Cc4cccs4)nn23)c1	12	-3	6	1	-8	0	-4	20	-3
CC1CCc2c(sc3nc(CSc4nnnn4C)[nH]c(=O)c23)C1 (centres undefined)	-2	0	1	0	-5	5	-6	19	1
CS(=O)(=O)n1nc(OC(=O)c2cccc3ccccc23)cc1N	3	-7	20	3	6	7	-6	3	0
CNC(=O)c1ccc(NC(=O)CC23CC4CC(CC(C4)C2)C3)cc1	-3	-3	-2	12	-5	-5	-1	7	1
OC1(c2ccc(Cl)cc2)CCN(Cc2nc(-c3cnccn3)no2)CC1	1	2	9	0	2	1	5	-3	-2
Cc1ncsc1CCSc1n[nH]c(=O)n1-c1ccccc1	2	-2	6	7	-2	6	0	7	1
O=c1c2ccccc2nc2ccc(NCc3ccco3)nn12	7	-2	13	4	1	-1	6	6	-1
CCCNC(=O)CN(c1ccc(F)c(Cl)c1)S(C)(=O)=O	1	-3	0	0	1	6	-3	-1	3

A draw from above in order of molecular weight, largest number first.
SMILES	pPAFAH FP inh	PME-1 inh	GSTO1 counter	PAFAH1B2 inh	PAD4 inh	LYPLA2 counter	PAFAH1B3 FP inh	PREPL inh	LYPLA1 counter
COc1ccc(Nc2nc(N)nc(CSC(=S)N3CCOCC3)n2)cc1	4	9	6	-1	-4	-2	-5	1	-1
CCN1CCN(C(=O)CN(c2cc(OC)ccc2OC)S(C)(=O)=O)CC1	-5	1	-6	2	1	-6	5	24	-2
CN1CCc2c(sc(NC(=O)Cc3ccccc3)c2C(N)=O)C1	-5	6	3	-1	-1	6	-1	2	-1
CNC(=O)c1ccc(NC(=O)CC23CC4CC(CC(C4)C2)C3)cc1	-3	-3	-2	12	-5	-5	-1	7	1
CCCNC(=O)CN(c1ccc(F)c(Cl)c1)S(C)(=O)=O	1	-3	0	0	1	6	-3	-1	3
Cc1ncsc1CCSc1n[nH]c(=O)n1-c1ccccc1	2	-2	6	7	-2	6	0	7	1
O=C(Nc1ccc(Br)cc1)N1CCCCCCC1	1	2	-3	11	-2	7	4	10	1
CCOC(=O)CN1C(=O)C2(OCCCO2)c2ccccc21	4	-1	7	1	-2	-4	3	9	-4
CCCCSc1nc(O)c(Cc2ccccc2)c(=O)[nH]1	5	0	6	16	-2	-3	3	0	-3
S=C1Nc2ccccc2Sc2ccc(Cl)cc21	0	-5	6	0	-1	0	7	2	0
Cc1cccc(NC(=O)CCOc2ccccc2)c1	-1	-3	-4	1	-2	2	0	17	1
O=c1cc[nH]c2c(Cl)cccc12	-1	-3	-6	9	2	-3	3	-8	-4

The list continues:
SMILES	pPAFAH FP inh	PME-1 inh	GSTO1 counter	PAFAH1B2 inh	PAD4 inh	LYPLA2 counter	PAFAH1B3 FP inh	PREPL inh	LYPLA1 counter
Cc1cccc(N(Cc2cc3ccccc3[nH]c2=O)S(C)(=O)=O)c1	-5	-4	9	4	-4	-6	7	5	-6
COc1cccc(NC(=O)C2CCC2)c1	-4	-4	-1	5	-2	-12	5	-6	-3
O=C(NNS(=O)(=O)c1ccccc1[N+](=O)[O-])c1cc2ccccc2cc1O	18	13	22	2	0	1	7	5	-1
CCOc1cccc2sc(N(CCN(C)C)C(=O)c3ccc(Br)s3)nc12	-1	1	0	5	3	-1	13	-8	1
CCSc1ccccc1C(=O)N1CCCC1	1	5	-1	0	-5	4	7	1	-3
CCOc1ccc(C(=O)OCC(=O)c2c(N)n(C)c(=O)n(C)c2=O)cc1OCC	3	4	7	-2	-3	4	-1	-5	-4
CN(C(=O)Cn1nc(Cl)ccc1=O)C1CCCN(Cc2ccccc2F)C1 (centres undefined)	1	-3	2	-2	-6	1	0	4	-6
O=C(C[n+]1ccccc1)N/N=C/c1ccc(Br)cc1	1	3	nt	-1	-3	3	13	-7	0
COc1ccc(NC(=O)CN(C)S(=O)(=O)c2ccc(Cl)cc2)c([N+](=O)[O-])c1	7	2	2	0	1	-8	-2	-2	2
COc1ccc(CC(=O)OC(C)C(=O)Nc2c(C)n(C)n(-c3ccccc3)c2=O)cc1OC (centres undefined)	4	nt	nt	3	5	nt	1	8	nt
COc1ccc(C(=O)NC(=S)NNC(=O)[C@H]2C[C@@H]2c2ccccc2)cc1OC	3	2	0	-1	2	-2	-4	-4	-4
COc1ccc(/C=C(\NC(=O)c2ccc([N+](=O)[O-])cc2)C(=O)N2CCOCC2)cc1	-4	-5	-4	2	-3	-4	15	1	2
CSc1nnc(CCNS(=O)(=O)c2ccc(Br)cc2)n1C	4	6	-1	17	2	4	-6	3	2
c1ccc(CNCc2ccco2)cc1	1	-2	-1	-2	-4	-7	1	16	0
CCCCc1nc2sc3c(=O)n(N)cnc3c2c2c1CCCC2	0	0	0	-1	-5	2	2	4	-3
O=C(COc1ccc2ccc(=O)oc2c1)OCc1ccccc1	4	-3	2	4	2	-1	-2	-8	1
COC(=O)c1ccc(NC(=O)CSc2nc(N)c(NC(=O)c3ccc(Br)o3)c(=O)[nH]2)cc1	1	-12	9	-4	-7	-7	7	5	2

Profiles, looked up by structure.
Cc1ccc(C2=NNC(=O)C(P(=O)(c3ccccc3)c3ccccc3)C2)cc1 (centres undefined) is listed with pPAFAH FP inh: 2; PME-1 inh: 2; GSTO1 counter: -4; PAFAH1B2 inh: 7; PAD4 inh: -1; LYPLA2 counter: 2; PAFAH1B3 FP inh: 3; PREPL inh: 0; LYPLA1 counter: -2
O=c1c(Cc2ccc(F)cc2)c(O)ccn1Cc1cccc(Cl)c1 is listed with pPAFAH FP inh: 5; PME-1 inh: -2; GSTO1 counter: 4; PAFAH1B2 inh: -4; PAD4 inh: -2; LYPLA2 counter: 3; PAFAH1B3 FP inh: -2; PREPL inh: 2; LYPLA1 counter: -5

Screening data as filed in PubChem.
